# ATG4B inhibitor: ATG4B (human) cysteine protease inhibition. Q9Y4P1. ATG4B cleavage of LC3-PLA2, NBD-HPC fluorescence, 1 h. inhibition, % at 8.33 µM. 0.51% of 340,000 active; in the data active means inhibition above about 40%
# Target sequence (Q9Y4P1 whole entry, looked up): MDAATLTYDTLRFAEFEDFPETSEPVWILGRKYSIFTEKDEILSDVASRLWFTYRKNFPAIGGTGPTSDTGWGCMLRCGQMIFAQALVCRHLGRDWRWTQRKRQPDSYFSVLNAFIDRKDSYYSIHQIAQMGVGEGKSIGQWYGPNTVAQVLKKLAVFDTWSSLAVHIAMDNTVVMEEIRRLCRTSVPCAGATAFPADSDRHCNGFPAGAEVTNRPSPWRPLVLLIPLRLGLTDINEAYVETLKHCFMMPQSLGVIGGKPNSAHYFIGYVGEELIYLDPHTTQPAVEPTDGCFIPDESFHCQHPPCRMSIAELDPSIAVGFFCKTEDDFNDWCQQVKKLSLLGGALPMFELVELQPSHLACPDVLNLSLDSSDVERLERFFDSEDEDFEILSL
# beta cell repl: induces beta-cell replication in MIN6 cells. MIN6 cells proliferation, ATPlite luminescence, 48 h; cells starved in 0.2% serum; 100% = growth in 10% serum. 0.29% of 330,000 active. proliferation, % at 10 µM;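 active means compounds whose signal lies at least 3.5 SD above the mean of all wells on their plate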;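 further: 0% = DMSO-treated cells in low-serum medium and 100% = 10% serum control; some compounds called inactive have numbers as strong as hits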
# APOBEC3G inh: APOBEC3G (human) deaminase inhibition | 0.28% of 330,000 active | AID 493012 | recombinant A3G, ssDNA deamination FAM/TAMRA fluorescence | inhibition, % at 20 µM;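 active means inhibition of at least 40% at 20 µM, with no more than 30% in the related APOBEC3A deaminase screen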;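 further: plate controls were DMSO wells with A3G for no effect and wells lacking A3G enzyme for full effect; some compounds called inactive have numbers as strong as hits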
# Target sequence (Q9HC16 whole entry, looked up): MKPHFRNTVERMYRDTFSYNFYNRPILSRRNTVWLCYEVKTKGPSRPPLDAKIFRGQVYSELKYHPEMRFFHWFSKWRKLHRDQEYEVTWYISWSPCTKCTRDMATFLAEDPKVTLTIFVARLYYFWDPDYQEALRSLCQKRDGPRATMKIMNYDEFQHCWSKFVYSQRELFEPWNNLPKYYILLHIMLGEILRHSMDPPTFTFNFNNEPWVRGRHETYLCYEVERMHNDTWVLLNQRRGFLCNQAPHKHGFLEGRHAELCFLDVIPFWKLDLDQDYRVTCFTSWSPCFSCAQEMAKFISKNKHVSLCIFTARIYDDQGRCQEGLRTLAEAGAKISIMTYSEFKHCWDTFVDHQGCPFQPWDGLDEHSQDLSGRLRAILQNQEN
# MPTP inh: permeability transition pore inhibition; isolated mouse mitochondria, Ca2+ swelling absorbance, 30 min; inhibition, % at 10 µM; 1.4% of 360,000 active; AID 602449;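 active means inhibition of 50% or more, scaled per plate between neutral and stimulator controls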;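 further: 0% = DMSO wells given calcium and 100% = 1 mM EGTA wells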
# mIAP act: increases mouse intestinal alkaline phosphatase activity; AID 2805; 0.24% of 330,000 active; muIAP, CDP-Star luminescence, 30 min; stronger effect = higher value; 1 = vehicle-only enzyme signal, 0 = enzyme-free wells; activation factor at 10 µM;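 active means activation factor of at least 2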; further: the source names both 10 and 20 µM as test concentration; values of inactives mirror those of a sister screen read the other way
#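 also added = chemiluminescent substrate CDP-Star | test system = mouse IAP enzyme | signal = chemiluminescence readout | compound = DMSO-dissolved test compounds | incubation = 30 min at room temperature | benchmarks = DMSO wells, no-enzyme wells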
# hIAP act: human IAP activation; AID 2524; 0.16% of 330,000 active; P09923; purified human IAP, CDP-Star luminescence, 30 min; stronger effect = higher value; 1 = vehicle-only enzyme, 0 = enzyme-free background; activation factor at 10 µM;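 active means activation factor of the enzyme at least 2-fold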; further: the source names both 10 and 20 µM as test concentration; values of inactives mirror those of a sister screen read the other way
# hIAP inh: blocks human intestinal alkaline phosphatase; P09923; purified IAP, CDP-Star luminescence, 30 min; inhibition, % at 10 µM; 0.12% of 330,000 active; AID 2544;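 active means inhibition reaching a set limit with compound at 10 µM in the primary screen, cut at about 35% in these data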;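 further: plate controls were DMSO wells with enzyme for no effect and no-enzyme buffer wells for full effect; values of inactives mirror those of a sister screen read the other way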
# APOBEC3A inh: inhibitors of human APOBEC3A DNA deaminase; recombinant A3A, FAM/TAMRA ssDNA deamination fluorescence; inhibition, % at 20 µM; 0.41% of 330,000 active; AID 493011;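 active means at least 40% inhibition at 20 µM here, with at most 30% in a related deaminase screen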;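 further: plate controls were A3A with DMSO for no effect and wells lacking A3A enzyme for full effect; some results filed as inactive read as strong as hits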
# Target sequence (P31941 whole entry, looked up): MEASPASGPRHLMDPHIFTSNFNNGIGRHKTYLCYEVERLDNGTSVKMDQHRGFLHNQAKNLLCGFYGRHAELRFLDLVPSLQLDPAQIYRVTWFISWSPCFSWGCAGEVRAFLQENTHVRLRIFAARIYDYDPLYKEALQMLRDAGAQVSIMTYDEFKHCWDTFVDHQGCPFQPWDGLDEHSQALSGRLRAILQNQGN
# mIAP inh: blocks mouse intestinal alkaline phosphatase; purified mouse IAP, CDP-Star luminescence, 30 min; inhibition, % at 10 µM; 0.2% of 330,000 active; AID 2806;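 active means inhibition of at least 40% at 10 µM in the primary screen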;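 further: plate controls were DMSO with enzyme for no effect and no enzyme wells for full effect; values of inactives mirror those of a sister screen read the other way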
# Starred values were filed as active, the others as inactive; nt = no result given.
SMILES,ATG4B inhibitor,mIAP inh,beta cell repl,MPTP inh,APOBEC3G inh,hIAP inh,hIAP act,APOBEC3A inh,mIAP act
COc1ccc(CNC(=O)COC(=O)C2CCC(C(C)(C)C)CC2)cc1 (stereo not given),-7.7,-8.1,0.0,1.6,-4.8,1.7,0.983,2.3,1.08
COc1ccc(Nc2nc3ccccc3c(=O)s2)c(OC)c1,-4.5,4.2,3.6,-4.3,-3.8,0.3,0.997,-0.9,0.958
Cc1cccc(C(=O)Nc2nnc(-c3ccncc3)o2)c1,-21.5,-0.3,-4.4,-3.2,-3.2,-15.1,1.15,-3.3,1
Cc1ncc(CO)c2c1Oc1nc(-c3ccccc3)nc(SCC(=O)N3CCCCC3)c1C2,-7.2,7.2,-0.3,-1.2,-10.3,-17.3,1.17,-5.3,0.928
CC(=O)N1CCc2cc(S(=O)(=O)NC(Cc3ccccc3)C(=O)NCCN3CCCCC3C)ccc21 (stereo not given),-5.4,11.5,0.5,-0.7,-5.9,-1.6,1.02,-4.9,0.885
CC(=O)Nc1ccccc1OC(C)C(=O)N1CC(C)CC(C)C1 (stereo not given),24.7,4.9,0.9,-0.8,-6.7,-5.5,1.05,-2.0,0.951
CC(C)(C)C1CCC(=NNC(=O)CC(=O)NCc2ccccc2)CC1 (stereo not given),-2.8,-1.3,-0.4,0.2,1.6,-2.6,1.03,1.1,1.01
C/C(=N\NC(=O)c1ccc([N+](=O)[O-])cc1)c1c(O)cc(C)oc1=O,-7.3,10.1,1.3,0.2,-4.3,-3.8,1.04,2.1,0.899
O=C(CN(Cc1ccco1)Cc1cccs1)N1CCN(S(=O)(=O)c2cccc(F)c2)CC1,7.1,1.7,-6.0,-1.2,0.5,16.0,0.84,-0.3,0.983
COc1ccc(C(=O)N2CCN(c3ccccc3Cl)CC2)cc1S(=O)(=O)NC1CC1,-3.9,-1.9,2.6,-0.8,-6.1,9.6,0.904,-3.6,1.02
Cc1ccc(S(=O)(=O)NC2CCSC2=O)cc1C (stereo not given),-11.7,3.2,2.1,-2.9,-0.4,10.5,0.895,-1.3,0.968
CCOc1cccc2cc(C(=O)NCc3ccccc3)c(=N)oc12,-7.0,5.3,-4.4,-0.9,-9.8,8.3,0.917,-4.9,0.947
COc1cccc(NC(=O)C2C3C=CC4(O3)C2C(=O)N(C2CC2)C4C(=O)NC2CCCCC2C)c1 (stereo not given),-14.2,4.5,0.2,-1.8,-7.1,4.1,0.959,-2.2,0.955
OC1(c2ccccc2)C/C(=N\n2cnnc2)C=C1c1ccccc1 (stereo not given),-4.7,0.5,-3.7,0.7,-4.3,-12.6,1.13,1.8,0.995
CCOc1ccccc1C(=O)NCC(=O)OCCCOC(=O)CNC(=O)c1ccccc1OCC,-6.5,-2.8,7.3,-0.6,-5.1,-7.8,1.08,1.7,1.03
CN(Cc1nc(-c2cccs2)no1)CC1COCCO1 (stereo not given),13.1,3.4,-1.2,0.3,-2.7,26.6,0.734,-4.0,0.966
CC1(C)CC(=O)C=C(c2ccc(Oc3ccccc3)cc2)C1,14.0,3.3,-2.0,0.0,-4.7,4.7,0.953,-2.4,0.967
CC(C)c1cc(-c2cc(C(=O)Nc3ccccc3)on2)nc(NCC2CC2)n1,nt,3.0,-6.8,nt,-14.2,-11.2,1.11,-8.5,0.97
O=c1[nH]cnc(O)c1C(c1cccc([N+](=O)[O-])c1)c1c(O)nc[nH]c1=O,-1.4,13.8,-1.9,-0.3,-6.7,-8.9,1.09,0.6,0.862
O=C(C[C@H]1C[C@H](C(=O)N2CCCCC2)[C@@]2(CCc3ccccc3)c3[nH]c4ccc(Cl)cc4c3CCN2C1=O)NCCCn1ccnc1,-9.6,-18.2,nt,-2.0,-0.4,nt,nt,0.7,1.18

# Overlap with the part before: two entries, then new ones.
SMILES,ATG4B inhibitor,mIAP inh,beta cell repl,MPTP inh,APOBEC3G inh,hIAP inh,hIAP act,APOBEC3A inh,mIAP act
O=c1[nH]cnc(O)c1C(c1cccc([N+](=O)[O-])c1)c1c(O)nc[nH]c1=O,-1.4,13.8,-1.9,-0.3,-6.7,-8.9,1.09,0.6,0.862
O=C(C[C@H]1C[C@H](C(=O)N2CCCCC2)[C@@]2(CCc3ccccc3)c3[nH]c4ccc(Cl)cc4c3CCN2C1=O)NCCCn1ccnc1,-9.6,-18.2,nt,-2.0,-0.4,nt,nt,0.7,1.18
COc1ccc(C(C)=O)cc1CSc1nnc(-c2ccncc2)o1,5.3,-2.2,1.7,-0.3,-6.6,7.6,0.924,-1.3,1.02
COc1ccc(CCC(=O)NNC(=S)NCc2ccc(F)cc2)cc1,12.2,15.8,-0.6,-0.3,-10.9,-53.0,1.53,-2.6,0.842
O=C(CCc1nnc(CCCCc2ccccc2)o1)N1CCCC(O)C1 (stereo not given),8.5,2.5,0.4,1.5,-7.6,5.7,0.943,-1.0,0.975
COC(=O)C1ON2OC(C(=O)OC)C(C(=O)OC)C2C1CC(C)=O (stereo not given),-0.9,-1.3,-0.9,-1.5,4.9,-6.9,1.07,12.0,1.01
CCCNc1c(N)c(=O)c1=O,2.5,-1.4,0.5,0.2,-7.6,5.2,0.948,-3.1,1.01
CCCC1=[N+](CC(=O)c2ccc(C)cc2)CCn2cccc21,-5.2,4.6,0.0,1.2,-9.2,11.3,0.887,-0.3,0.954
Cc1ccc(-c2nnc(N)o2)cc1,-9.2,-5.4,0.0,-0.1,-7.1,15.6,0.844,3.4,1.05
COC(=O)c1ccc(Oc2cc(C)nc(SC)n2)cc1,2.8,-5.3,-0.6,-0.7,-1.4,-8.8,1.09,-0.2,1.05
CCOC(=O)N1CCN(C(=O)/C(=C/c2cccc3ccccc23)NC(=O)c2ccc(OC)cc2)CC1,-11.3,13.6,-2.8,-2.7,-5.5,8.8,0.912,1.5,0.864
CC(C)(C)NC(=O)C(c1ccncc1)N(C(=O)Cn1nnc(-c2ccc(F)cc2)n1)c1ccc(F)cc1 (stereo not given),-6.7,6.6,-5.0,3.7,-1.5,1.6,0.984,2.3,0.934
CSCCC(NC(=O)c1c(C)oc2c1CCCC2)C(=O)O (stereo not given),-11.9,-2.4,-0.8,1.1,0.1,-0.4,1,-0.6,1.02
CCN(CC(=O)NC1CCCCCC1)S(=O)(=O)c1ccccc1,-4.2,-2.9,1.9,-1.1,1.0,7.8,0.922,1.0,1.03
Cc1c(NC(=O)C23CC4CC(CC(C4)C2)C3)c(=O)n(-c2ccccc2)n1C,-0.8,-12.4,-3.3,1.4,-3.0,-5.6,1.06,-1.2,1.12
O=C(CCNC(=O)c1ccc([N+](=O)[O-])cc1)Nc1cccc(S(=O)(=O)N2CCOCC2)c1,-1.3,-8.7,-2.5,0.5,-5.5,12.9,0.871,-3.8,1.09
C=C(C)C1Cc2c(C)nn(-c3ccccc3)c2C1 (stereo not given),7.0,2.6,2.5,1.3,-5.7,7.8,0.922,0.5,0.974
O=C(CCS(=O)(=O)c1ccc(Br)cc1)NCCc1ccc(Cl)cc1,-6.2,-4.9,1.7,2.0,24.5,13.8,0.862,25.5,1.05
O=C(NCC(F)(F)F)Nc1ccccn1,5.3,-6.5,-3.0,2.2,-0.8,-5.2,1.05,0.8,1.06
CCC(=O)OCn1nnc2ccccc2c1=O,-5.3,-11.2,-0.1,-0.2,-1.8,-12.5,1.12,0.7,1.11
COc1ccc(Nc2ccc(C(N)=O)cc2[N+](=O)[O-])cc1,31.8,13.4,-0.9,-1.3,0.7,21.0,0.79,5.5,0.866
Cn1c(SCc2ccccc2)nnc1-c1ccc(O)cc1,-2.9,3.2,-0.3,-0.1,-11.5,20.9,0.791,-2.5,0.968
O=C(COC(=O)c1cccnc1Cl)c1ccc(Cl)s1,6.3,-11.4,-5.8,1.1,-9.0,-14.4,1.14,-3.9,1.11
C#CCOCCOCCOCCNc1nc(N2CCN(C(=O)[C@H](CCCCN)n3cc([C@@H](N)CO)nn3)CC2)nc(N2CCN(C(=O)[C@H](Cc3ccc(O)cc3)n3cc([C@@H](N)CC(C)C)nn3)CC2)n1,-4.2,3.6,0.7,-3.4,-1.8,-2.4,1.02,0.2,0.964
CCOc1cccc(C(=O)NC(=S)Nc2ccc(N3CCN(CC)CC3)cc2)c1,-6.4,7.1,-6.0,-0.5,1.5,9.1,0.909,1.0,0.929
COc1ccc(CCNC(=S)NC2CCN(Cc3ccccc3)CC2)cc1OC,-11.4,-11.1,-2.3,-0.5,-2.6,7.4,0.926,-1.9,1.11
COc1ccccc1CN1CC(C(=O)NCc2cc(C(C)C)no2)CCC1=O (stereo not given),-1.8,-3.4,0.4,-0.1,-1.5,-13.2,1.13,-0.7,1.03
CN(C)CC(C)(C)CNC(=O)CC1C(=O)NCCN1Cc1ccc(-c2ccccc2)cc1 (stereo not given),7.0,2.0,-3.9,-1.0,-2.8,1.3,0.987,-0.6,0.98
CN(C)S(=O)(=O)c1cccc(NC(=O)C2CCN(S(=O)(=O)c3cccs3)CC2)c1,2.5,-27.4,-3.9,0.1,-5.8,0.8,0.992,-0.2,1.27
CC(C)(C)c1ccc(C(=O)Nc2ccc(CC(=O)O)cc2)o1,13.2,4.7,-3.6,0.9,4.0,-1.0,1.01,3.7,0.953
O=C(Cn1c(-c2ccccn2)nc2ccccc21)NCCN1CCOCC1,0.9,-6.6,-2.1,-3.1,3.4,-4.4,1.04,1.8,1.07
Cc1c(NC(=O)CN2CCN(c3ccc(F)cc3)CC2)c(=O)n(-c2ccccc2)n1C,9.0,-5.2,-2.4,-3.2,-5.0,-32.9,1.33,1.2,1.05
Cc1ccc2c(c1)c1cccc3c1n2CCN3CCC(N)=O,-8.5,5.0,-2.0,-2.7,-7.1,5.0,0.95,0.8,0.95
Cc1nc2sc(C(c3ccco3)N3CCc4ccccc4C3)c(O)n2n1 (stereo not given),7.6,18.5,-4.2,0.0,8.9,-20.2,1.2,5.6,0.815
Cc1noc(C)c1COc1cccc(C(=O)N2CCc3ccccc32)c1,6.0,12.8,-1.8,-0.7,0.2,10.5,0.895,-0.3,0.872
CCOC(=O)c1[nH]c(C)c(C(=O)OCCOc2cccc(C)c2)c1C,5.3,-4.1,1.0,3.2,3.9,10.3,0.897,1.0,1.04
Cc1ccc(S(=O)(=O)NC(=O)Nc2ncc3c(n2)CC(c2ccco2)CC3=O)cc1 (stereo not given),-3.6,2.1,2.6,0.4,-9.9,-9.2,1.09,-0.3,0.979
O=C1/C(=C/c2ccccc2O)SC(=S)N1Cc1cccnc1,-2.4,15.8,-4.2,26.6,-7.6,8.6,0.914,-4.9,0.842
O=C(O)c1cccc(CN2C(=O)S/C(=C/c3ccccc3[N+](=O)[O-])C2=O)c1,5.2,-2.9,-2.3,-0.2,-5.6,-0.3,1,25.0,1.03
O=c1cc(O)c2sc(Nc3cccc(C(F)(F)F)c3)nc2[nH]1,6.3,14.4,-0.4,2.2,-4.4,-14.3,1.14,-1.2,0.856
Cc1cccc(NC(=O)Nc2cnccn2)c1C,-7.0,0.7,-5.4,-0.6,-2.5,-3.0,1.03,0.1,0.993
O=C(CNS(=O)(=O)c1ccc(Cl)c(C(F)(F)F)c1)NC1CCCCCC1,3.0,5.7,0.2,-0.1,1.4,-10.7,1.11,-0.2,0.943
O=C(OCC(=O)N1CCCC1)c1cccc(Br)c1,-6.5,-5.0,-0.8,-1.5,-1.2,-12.7,1.13,-4.1,1.05
CCC(NS(=O)(=O)c1ccc(OC)cc1)C(=O)O (stereo not given),-6.0,-0.5,-3.5,-1.9,-2.3,-1.3,1.01,-2.6,1

# Screens (PubChem BioAssay)

# The order is random; 3.3% or so of the library scored in one or more.
